STEP inh: inhibitors of human striatal-enriched phosphatase STEP. recombinant STEP, OMFP fluorogenic substrate, fluorescence. inhibition, % at 20 µM. 360,000 tested, 0.25% active. AID 588621;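 active = inhibition at 20 µM, scaled per plate between control wells, above about 37%, limit read from the data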;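 note: 0% = DMSO with enzyme and substrate and 100% = substrate only without enzyme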
Target sequence (P54829 whole entry, looked up): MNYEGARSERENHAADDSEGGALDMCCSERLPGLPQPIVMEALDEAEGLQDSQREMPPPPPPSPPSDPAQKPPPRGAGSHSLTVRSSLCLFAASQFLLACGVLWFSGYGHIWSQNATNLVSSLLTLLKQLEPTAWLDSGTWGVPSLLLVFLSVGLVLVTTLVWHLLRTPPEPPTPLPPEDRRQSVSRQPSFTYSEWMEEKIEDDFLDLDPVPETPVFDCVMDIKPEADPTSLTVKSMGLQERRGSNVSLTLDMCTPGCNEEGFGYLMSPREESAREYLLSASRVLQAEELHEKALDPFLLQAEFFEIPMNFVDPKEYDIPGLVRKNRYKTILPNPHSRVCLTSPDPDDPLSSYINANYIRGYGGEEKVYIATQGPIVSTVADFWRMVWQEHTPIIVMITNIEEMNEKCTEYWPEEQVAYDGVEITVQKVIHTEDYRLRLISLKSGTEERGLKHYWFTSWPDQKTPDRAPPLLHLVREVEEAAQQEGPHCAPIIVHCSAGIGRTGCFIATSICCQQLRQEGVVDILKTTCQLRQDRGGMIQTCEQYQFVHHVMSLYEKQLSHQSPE
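Assay system: isolated STEP enzyme / Timing: 20 min at room temperature, dark / Doses: 20 µM, 1% DMSO / Technique: fluorescence intensity, excitation 480 nm, emission 540 nm / Reagent: fluorogenic phosphatase substrate OMFP at 25 µM final / Measure: percent inhibition scaled to no-enzyme and uninhibited-enzyme controls, plate-pattern corrected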
LMPTP inh: LMPTP (human) inhibition; AID 651560; P24666; recombinant LMPTP-A, OMFP fluorogenic substrate, fluorescence intensity; 360,000 tested, 0.22% active; inhibition, % at 20 µM;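 active = compounds that cut the enzyme signal by at least half of the control window in the single-dose screen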;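 note: plate controls were DMSO wells with enzyme plus substrate for no effect and substrate without enzyme for full effect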
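material = LMPTP-A | quantity = 0.625 nM enzyme | reagent = OMFP substrate, 400 µM final | buffer or medium = Bis-Tris pH 6.0, DTT, detergent | detection = endpoint fluorescence intensity from OMFP dephosphorylation | dosing = single 20 µM dose | read-out basis = % inhibition relative to no-enzyme and uninhibited control wells | control set = no-enzyme and uninhibited controls | timing = 50 min at room temperature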
Rpn11 block: inhibitors of human proteasome Rpn11. O00487. human 26S proteasome, Ub4-pepOG fluorescence polarization; 20S core pre-blocked with epoxomicin. calls only at 20 µM. 360,000 tested, 0.59% active. AID 588493;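 active = inhibition at 20 µM, scaled to each plate's controls, above about 33%, limit read from the data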
SUMO1-SIM PPI: alters human SUMO1 binding to SIM partners | 360,000 tested, 0.33% active | SUMO1 binding to a labelled peptide, TR-FRET, 1 h | inhibition, % at 20 µM | AID 602429; in the data active = inhibition above about 37%
Target sequence (P63165 whole entry, looked up): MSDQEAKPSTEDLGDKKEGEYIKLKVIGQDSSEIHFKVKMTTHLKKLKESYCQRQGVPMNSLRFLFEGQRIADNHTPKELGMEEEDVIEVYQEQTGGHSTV
Scp1 inh: Scp-1 (human) phosphatase inhibition; Q9GZU7; Recombinant Scp1, phosphopeptide, malachite green phosphate absorbance; 340,000 tested, 0.88% active; AID 493091; inhibition, % at 20 µM;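 active = inhibition above about 50% at 20 µM, limit read from the data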;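 note: plate controls were DMSO wells with enzyme for no effect and wells lacking enzyme for full effect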
Target sequence (Q9GZU7 76-261 limits assumed): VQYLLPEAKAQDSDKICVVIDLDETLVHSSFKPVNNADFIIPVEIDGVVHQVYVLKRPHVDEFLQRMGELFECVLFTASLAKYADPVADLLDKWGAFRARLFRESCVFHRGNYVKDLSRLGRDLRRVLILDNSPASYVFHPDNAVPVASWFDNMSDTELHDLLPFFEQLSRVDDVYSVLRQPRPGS
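Test system – truncated SCP-1 phosphatase (76-261aa) · Reagent – Phosphorylated 17-residue peptide substrate · Incubation – 45 min room-temperature reaction, 5 min colour, 30 min stabiliser · Detection – colorimetric phosphate reagent with accelerator and stabiliser, absorbance at 630 nm · Measure – % inhibition at 20 µM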
TbMetRS inhib: Trypanosoma brucei MetRS inhibition. inhibition, % at 11.9 µM. 360,000 tested, 0.4% active. purified T. brucei MetRS, ATP depletion, Kinase-Glo luminescence;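 active = inhibition above a per-plate cutoff of the control wells' mean inhibition plus 3 SD, cut at about 5.5% in these data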;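 note: 0% = DMSO wells median and 100% = median of wells with control inhibitor compound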
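Dosing: 11.9 µM single point; system: parasite MetRS enzyme; technique: luminescence of leftover ATP; times: 15 min enzyme-compound preincubation, 2 h reaction, 10 min detection, 25 °C; replicates: each compound tested once; read-out basis: percent inhibition relative to median high and low control wells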
DNMT1 inh: DNMT1 (human) enzyme inhibition; DNMT1 molecular beacon, Hinp1I cleavage, fluorescence; inhibition (reported as % activation of signal), % at 10 µM; 360,000 tested, 0.83% active; AID 588458; in the data active = inhibition above about 50%
MLLE-PAM2 inh: blocks PAM2 peptide binding to the PABP1 MLLE domain; GST-MLLE / FITC-PAM2 fluorescence polarization; 360,000 tested, 0.36% active; AID 588489; inhibition, % at 20 µM; P11940; in the data active = inhibition above about 35%, passing the limit was not always enough;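 note: plate controls were DMSO wells with GST-MLLE for no effect and wells lacking GST-MLLE protein for full effect; some results filed as inactive read as strong as hits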
NadD block: inhibitors of Staphylococcus aureus NadD | purified NadD enzyme, colorimetric absorbance read-out | inhibition, % at 20 µM | 360,000 tested, 0.78% active | AID 602399; in the data active = inhibition above about 26%; note: some compounds past the cut are filed as inactive
CSN inh: inhibitors of human CSN-mediated cullin deneddylation | Q92905 | Purified CSN, SCF-Nedd8-OG deneddylation, fluorescence polarization | inhibition, % at 12.5 µM | 360,000 tested, 0.38% active;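 active = pattern-corrected inhibition above about 35%, with an unprinted fluorescence ratio check between 0.5 and 1.5, limit read from the data, passing the limit was not always enough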;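 note: 0% = enzyme with substrate and 100% = substrate without enzyme; some results filed as inactive read as strong as hits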
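Assay system: Purified human Csn5 enzyme expressed in HEK293T cells | Amount: Enzyme 0.24 nM | Measured by: Fluorescence polarization readout | Medium: Tris/NaCl/DTT buffer, pH 7.5 | Compound dosing: One concentration, 12.5 µM, 0.25% DMSO | Times: 90 min incubation of compound, enzyme and substrate at room temperature | Control set: no-enzyme wells high, enzyme-with-substrate wells low | Read-out: % inhibition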
Numbers without * were called inactive; i = inactive; / = not tested or not shown.

entry	Structure	STEP inh	LMPTP inh	Rpn11 block	SUMO1-SIM PPI	Scp1 inh	TbMetRS inhib	DNMT1 inh	MLLE-PAM2 inh	NadD block	CSN inh
1	Cc1oc2ncnc(N)c2c1C	-15	-4.0	i	2	3	-1.7	1	9	1	1
2	Cc1ccc(NC(=O)NC(=O)COC(=O)c2ccc(O)cc2O)c(C)c1	-2	0.1	i	1	/	-0.2	-4	18	1	-4
3	COc1cccc(C(C(=O)NC(C)(C)C)N(Cc2ccc(C)cc2)C(=O)CCC(=O)Nc2cc(C)on2)c1OC (stereo not drawn)	3	0.5	i	-1	0	-0.2	12	-12	-3	0
4	C#CCOCCOCCOCCNc1nc(N2CCN(C(=O)CCCCCCCCCCNC(=O)[C@H](CCCCN)n3cc(CCO)nn3)CC2)nc(N2CCN(C(=O)CCCCCCCCCCNC(=O)[C@@H]([C@H](C)O)n3cc(C)nn3)CC2)n1	-4	-5.3	i	-52	5	-0.3	-102	-14	16	26
5	CCCc1ccc(C(O)c2ncc(-c3cccc(C)c3)[nH]2)cc1 (stereo not drawn)	2	0.6	i	3	/	-0.1	3	14	-3	1
6	CCC1(CC)NC(=O)N(CC(=O)OCC(=O)Nc2ccc(OC(F)(F)F)cc2)C1=O	0	1.2	i	-3	-4	0.6	0	12	-3	-2
7	CN1CCN(C(=O)/C(=C/c2ccc(F)cc2)c2ccsc2)CC1	1	-5.7	i	-5	-5	-0.1	2	6	1	-10
8	CCOc1ccc(N2CC(C(=O)Nc3ccccc3N3CCOCC3)CC2=O)cc1 (stereo not drawn)	-3	-1.9	i	4	1	-1.2	-5	13	2	1
9	Fc1ccc2c(Cl)c(-c3nnc(-c4cccs4)o3)sc2c1	-1	-0.2	i	0	-10	0.1	15	-6	6	2
10	CCSc1cc(Cl)nc(N)n1	-7	-0.6	i	-4	-2	0.1	-1	17	-5	0
11	CC(C)C(c1nnnn1Cc1ccc(F)cc1)N1CCN(c2ccc(O)cc2)CC1 (stereo not drawn)	1	-0.5	i	-4	-3	-0.2	-9	-6	-3	-6
12	CCOc1ccc(N(CC(=O)Nc2ccc(OC)cc2OC)S(=O)(=O)c2c(C)[nH]c(=O)[nH]c2=O)cc1	-1	-0.7	i	21	7	-0.3	0	27	5	3
13	CC(C)c1ccc(N(CC(=O)NC2CCCC2)C(=O)CCC(=O)Nc2ccccn2)cc1	-3	0.7	i	2	-10	-0.1	-1	5	-8	2
14	CCOC(=O)C1(C#N)C(=O)CSC1=Nc1ccccc1Cl (stereo not drawn)	-1	-1.9	i	-3	/	-0.1	-21	-39	1	15
15	O=C(CNC(=O)C1CCCCC1)NC1CCCCC1	-2	-0.3	i	5	-10	-0.6	0	-10	-3	-3
16	COc1ccc(-c2nc[nH]c2[N+](=O)[O-])cc1	2	-0.2	i	-28	-1	-0.8	3	3	-3	0
17	CSc1cccc(NC(=O)C2CCCN2S(=O)(=O)c2ccc(Br)s2)c1 (stereo not drawn)	0	2.9	i	15	-19	-0.9	-10	7	-7	3
18	CCCNC(=O)c1ccc2nc(-c3ccccc3)c(-c3ccccc3)nc2c1	1	1.4	i	-17	-10	0.1	-3	-3	-5	0
19	COc1cccc(NC(=O)CN(C)C(=O)Cc2c(C)nc3ccccc3c2C)c1	1	3.1	i	1	-5	-0.2	-3	-24	-2	2
20	CN(C)c1ccc(CC(=O)N2CCCC(c3cc(C(=O)Nc4ccc(F)c(Cl)c4)no3)C2)cc1 (stereo not drawn)	0	3.5	i	-3	/	-0.3	-6	0	9	-6

Among those listed so far, 4 have an aryl methoxy group.
entry	Structure	STEP inh	LMPTP inh	Rpn11 block	SUMO1-SIM PPI	Scp1 inh	TbMetRS inhib	DNMT1 inh	MLLE-PAM2 inh	NadD block	CSN inh
3	COc1cccc(C(C(=O)NC(C)(C)C)N(Cc2ccc(C)cc2)C(=O)CCC(=O)Nc2cc(C)on2)c1OC (stereo not drawn)	3	0.5	i	-1	0	-0.2	12	-12	-3	0
12	CCOc1ccc(N(CC(=O)Nc2ccc(OC)cc2OC)S(=O)(=O)c2c(C)[nH]c(=O)[nH]c2=O)cc1	-1	-0.7	i	21	7	-0.3	0	27	5	3
16	COc1ccc(-c2nc[nH]c2[N+](=O)[O-])cc1	2	-0.2	i	-28	-1	-0.8	3	3	-3	0
19	COc1cccc(NC(=O)CN(C)C(=O)Cc2c(C)nc3ccccc3c2C)c1	1	3.1	i	1	-5	-0.2	-3	-24	-2	2

(cont.)
entry	Structure	STEP inh	LMPTP inh	Rpn11 block	SUMO1-SIM PPI	Scp1 inh	TbMetRS inhib	DNMT1 inh	MLLE-PAM2 inh	NadD block	CSN inh
21	O=c1cc(-c2ccccc2Cl)oc2c(NS(=O)(=O)c3ccccc3C(F)(F)F)ccc(O)c12	2	2.6	i	0	-8	-0.2	-4	-3	9	-1
22	CCC1NC(=O)c2cc3ccccc3cc2-n2c1nc1ccc(F)cc1c2=O (stereo not drawn)	0	-1.5	i	-31	/	0.3	-1	-7	-2	0
23	N#Cc1nc(-c2ccc(OCc3ccc(Cl)cc3)cc2)oc1N1CCOCC1	1	-0.2	i	16	-11	-0.9	31	-11	-2	5
24	COc1ccc(Cl)cc1NC(=O)C(C)N(C)Cc1ccc(C(F)(F)F)cc1 (stereo not drawn)	4	3.0	i	1	8	-0.8	3	-5	5	-9
25	CC1CN(c2cc(=O)n(-c3cccc(Br)c3)c(=O)[nH]2)CC(C)O1 (stereo not drawn)	1	-0.8	i	-1	-14	-0.5	2	1	-3	-5
26	Cc1cc(NC(=O)CSc2nnc(C)n2-c2ccccc2)no1	-2	-0.5	i	1	12	-0.7	2	-4	3	4
27	CCCCSc1nc(O)cc(=O)n1CC	2	0.5	i	0	-10	0.2	3	8	0	-5
28	Cc1nn(CC(=O)NCCc2cccs2)c(=O)c2nn(-c3ccccc3)c(C)c12	0	10	i	11	-1	-0.6	0	-9	30	3
29	COc1ccccc1NC(=O)c1ccc2c(c1)C(=O)N(Cc1ccco1)C2=O	0	-0.4	i	-5	-2	-0.5	1	-2	0	-3
30	CN(C)C(=O)CCc1ccc2c3c([nH]c2c1)[C@]1(C)[C@@H](C(=O)N2CCCCC2)C[C@H](CC(=O)NCCN2CCOCC2)C(=O)N1CC3	1	-8.6	i	-17	8	-1.1	-2	9	10	-6

Filtered by structure, those above containing bromine.
entry	Structure	STEP inh	LMPTP inh	Rpn11 block	SUMO1-SIM PPI	Scp1 inh	TbMetRS inhib	DNMT1 inh	MLLE-PAM2 inh	NadD block	CSN inh
17	CSc1cccc(NC(=O)C2CCCN2S(=O)(=O)c2ccc(Br)s2)c1 (stereo not drawn)	0	2.9	i	15	-19	-0.9	-10	7	-7	3
25	CC1CN(c2cc(=O)n(-c3cccc(Br)c3)c(=O)[nH]2)CC(C)O1 (stereo not drawn)	1	-0.8	i	-1	-14	-0.5	2	1	-3	-5

3 entries from above, ordered by the value under SUMO1-SIM PPI, low to high.
no.	compound	SUMO1-SIM PPI
11	CC(C)C(c1nnnn1Cc1ccc(F)cc1)N1CCN(c2ccc(O)cc2)CC1 (stereo not drawn)	-4
20	CN(C)c1ccc(CC(=O)N2CCCC(c3cc(C(=O)Nc4ccc(F)c(Cl)c4)no3)C2)cc1 (stereo not drawn)	-3
13	CC(C)c1ccc(N(CC(=O)NC2CCCC2)C(=O)CCC(=O)Nc2ccccn2)cc1	2

Additional records:
entry	Structure	STEP inh	LMPTP inh	Rpn11 block	SUMO1-SIM PPI	Scp1 inh	TbMetRS inhib	DNMT1 inh	MLLE-PAM2 inh	NadD block	CSN inh
31	N#Cc1c(NC(=O)C(=O)NCCCN2CCOCC2)sc2c1CCC2	0	-1.8	i	3	-2	0.4	2	-5	-3	2
32	CC(C)(C)C(C(=O)NCc1ccccc1)N1CCN(CCN2CCOCC2)CC1 (stereo not drawn)	/	-3.3	/	4	/	-1.1	/	/	/	-1
33	COc1cccc(CNC(=O)C(C)n2ccc3cc(S(=O)(=O)N4CCCC4)ccc32)c1 (stereo not drawn)	-2	0.7	i	5	-7	-0.3	0	7	-9	-1
34	COc1ccc(-c2cc(C(=O)N/N=C/c3ccc4c(c3)OCO4)c3ccccc3n2)c(OC)c1	1	3.4	i	8	-2	0.3	-9	1	21	0
35	Cc1cc(NC(=O)Cn2cnc3sc(C)c(-c4ccccc4)c3c2=O)no1	-4	0.0	i	0	-2	-0.7	-2	-23	-4	5
36	C/C(=N\NC(=O)c1cccnc1)c1cc2ccccc2o1	8	1.7	i	-13	-1	0.2	2	-2	4	-3
37	CN1CCN(c2ccc(NC(=O)c3sc4ccccc4c3Cl)cc2)CC1	4	-4.1	i	-10	6	-0.2	1	-6	-4	1
38	Cc1nc2cc(NC(=O)N3c4ccccc4CC3C)ccc2n1C (stereo not drawn)	-3	0.4	i	0	-5	-0.5	3	4	5	1
39	CN(CC(=O)Nc1cccc(S(=O)(=O)N2CCOCC2)c1)CC(=O)Nc1ccc(Cl)c(C(F)(F)F)c1	-2	2.6	i	-3	-6	-0.3	-4	9	5	4
40	COc1ccc(C2=NN(CCC(=O)NC3CCC(C)CC3)C(=O)CC2)cc1 (stereo not drawn)	-4	-1.5	i	0	-5	-0.5	0	6	-6	2
41	COc1ccc(-n2c(=O)c3ccccc3n(CC(=O)OCc3ccccc3)c2=O)cc1OC	3	-0.6	i	1	-7	0.5	2	-10	-2	-1

Compound activity: PubChem, several laboratories
